TSHR antagonist = blocks TSH signaling through the human TSH receptor. P16473. TSHR-expressing cells, TSH-stimulated cAMP HTRF, 2 h; hits give low values. activity change, negative = inhibition, % at 11.5 µM. actives 0.2% (n = 330,000). AID 504810;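 active = activity change below a set negative limit, meaning inhibition stronger than a set level, cut at about -70% in these data; inconclusive = activity change between two set negative limits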; also: % is scaled to controls: 0 for no effect and ±100 for the full control effect
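Read-out is FRET at 665 nm (cryptate excitation 337 nm) from a cryptate-tagged anti-cAMP antibody, competed by cell cAMP against cAMP-d2. Compounds are tested on freshly harvested TSHR cells challenged with 4nM TSH (EC80) for 2 hours at 37 deg C.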
MLL CXXC-DNA inh = blocks binding of human MLL CXXC domain to DNA; Q03164; MLL-CXXC / FITC-HOXA9 DNA fluorescence polarization; Potency, µM (series often up to 115 µM), inactives show at the highest dose activity change, negative = inhibition, actives largely listed as inhibitors; actives 0.037% (n = 290,000); AID 2662; active = well fitted inhibition curve with a large enough effect in the polarisation, with a control signal flat, not every such curve was filed as active; inconclusive = small, poorly fitted or top-dose-only effect, or effect the other way, or a change in a side signal; inactive = no such curve, though single readings can be large or run the other way; the % refers to the polarisation; also: potency is read from the fitted curve at half-maximal effect
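Steps: dispense CXXC domain solution (7 uM) → pin compounds or unlabeled HOX-A9 DNA control → 5 min ambient → add FLSN-HOX-A9 solution (50 nM) → spin → 30 min ambient → fluorescence polarization. Tris pH 7.5/NaCl/DTT/BSA buffer.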
Tb PFK inh = T. brucei PFK enzyme inhibition; Potency, µM (doses to about 57.5 µM), for inactives: at the highest dose activity, negative = inhibition, hits mostly inhibitors; T. brucei PFK, ADP-Glo luminescence; O15648; actives 0.17% (n = 330,000);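 also: potency is read from the fitted curve at half-maximal effect; 0% = uninhibited 1x PFK enzyme wells and -100% = no-enzyme wells; nearly all actives have a fitted effect of over 60% in size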
Target sequence (O15648 whole entry, looked up): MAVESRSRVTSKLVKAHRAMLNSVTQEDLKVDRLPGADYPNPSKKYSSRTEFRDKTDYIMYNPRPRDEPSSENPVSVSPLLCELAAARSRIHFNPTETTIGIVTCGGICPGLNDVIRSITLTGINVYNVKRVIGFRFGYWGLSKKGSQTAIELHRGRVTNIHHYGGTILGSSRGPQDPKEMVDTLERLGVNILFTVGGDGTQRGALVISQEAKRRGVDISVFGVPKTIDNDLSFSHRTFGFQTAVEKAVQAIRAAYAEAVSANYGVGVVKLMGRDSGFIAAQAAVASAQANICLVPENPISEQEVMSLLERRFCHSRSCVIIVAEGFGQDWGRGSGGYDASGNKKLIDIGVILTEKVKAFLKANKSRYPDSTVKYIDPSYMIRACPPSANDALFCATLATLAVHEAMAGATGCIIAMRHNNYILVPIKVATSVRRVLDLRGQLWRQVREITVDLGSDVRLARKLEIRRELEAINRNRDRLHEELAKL
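ADP-Glo luminescence quantified ADP after 45 min at room temperature, with 1.25 nM T. brucei PFK, 0.1 mM ATP and 0.5 mM fructose-6-phosphate in pH 8.0 TEA buffer. qHTS titrations up to 57 µM; curves classified by quality.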
GALK inhibitor = blocks human galactokinase activity. P51570. Purified GALK, Kinase-Glo residual ATP luminescence. Potency, µM (doses to about 57.5 µM), for the others: top-dose activity change, negative = inhibition, usual class: inhibitors. actives 0.007% (n = 270,000). AID 1868; also: potency is read from the fitted curve at half-maximal effect; % is scaled to controls: 0 for no effect and ±100 for the full control effect
Target sequence (P51570 whole entry, looked up): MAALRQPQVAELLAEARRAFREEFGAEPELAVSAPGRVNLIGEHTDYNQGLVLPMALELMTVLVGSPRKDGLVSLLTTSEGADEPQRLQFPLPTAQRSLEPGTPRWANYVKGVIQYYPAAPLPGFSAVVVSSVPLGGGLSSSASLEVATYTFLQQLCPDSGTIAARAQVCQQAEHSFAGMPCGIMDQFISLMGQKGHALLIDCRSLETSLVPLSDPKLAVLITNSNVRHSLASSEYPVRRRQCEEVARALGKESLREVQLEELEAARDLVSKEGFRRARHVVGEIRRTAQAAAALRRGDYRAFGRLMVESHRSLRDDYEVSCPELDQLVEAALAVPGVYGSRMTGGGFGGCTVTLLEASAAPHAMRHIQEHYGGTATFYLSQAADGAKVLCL
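5 nM enzyme, 35 uM ATP, 100 uM galactose, 20 mM HEPES pH8.0, 5 mM MgCl2; 1 h RT; residual ATP by Kinase-Glo Plus luminescence, qHTS format.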
Giardia kill = Giardia lamblia killing. Giardia lamblia trophozoite viability. activity change, % at 7.66 µM, hits read low. actives 0.15% (n = 340,000). AID 540267; in the data active = activity change below about -80%; inconclusive = between about -30% and that limit;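 also: parasites exposed to compound for two days anaerobically before the ATP read; % is scaled to controls: 0 for no effect and ±100 for the full control effect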
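ATP-content bioluminescence gauges trophozoite survival. Cells (100/well) receive compound and incubate anaerobically for 48 hrs at 37 deg C; detection reagent follows for 15-30 min at room temperature.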
KCNH2 WT inh = KCNH2 (human, wildtype) channel inhibition | actives 0.37% (n = 340,000) | activity change, % at 1.84 µM | AID 720551 | U2OS, BacMam KCNH2, thallium flux FluxOr; hits give low values;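 active = maximum activity change below -70%; inconclusive = maximum activity change between -70% and -50%; inactive = maximum activity change above -50%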; also: % is scaled to controls: 0 for no effect and ±100 for the full control effect
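U2OS cells transduced with wild-type KCNH2 virus are loaded with FluxOr dye for 45 min, and thallium flux is measured in kinetic reads before and after stimulation buffer. Rate constants are normalized to DMSO controls.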
A-T KAP1 phos = candidate therapy for ataxia-telangiectasia | AID 485349 | […] A-T fibroblasts, KAP-1 phosphorylation AlphaLISA; neocarzinostatin DNA damage 30 min before lysis | Potency, µM (series often up to 57.5 µM), for inactives: at the highest dose activation, most hits filed as activators | actives 0.19% (n = 320,000); also: potency is read from the fitted curve at half-maximal effect; % of control where 0% means no effect; nearly all actives have a fitted effect of over 45% in size
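ATM-like activity read as KAP-1 phosphorylation via AlphaLISA donor/acceptor antibody pairs after lysis and 6 hr at 25C. Cells were ATM-null patient fibroblasts ([…], hTERT), dosed 60 min, then exposed to the DSB inducer NCS for 30 min.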
FBPA coupling cs = coupling enzyme interference in Giardia aldolase counter-screen; coupling enzyme system counterscreen, AmpLite Red fluorescence; activity change, negative = inhibition, % at 58.2 µM, hits read low; actives 0.67% (n = 290,000); in the data active = activity change below about -30%; also: % is scaled to controls: 0 for no effect and ±100 for the full control effect
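Coupling enzymes only (glyceraldehyde-3-phosphate) + compound, at 57.5 uM final, 10 min RT; add substrate/coupling/AmpLite Red mix, 20 min RT; fluorescence ex 525/em 598 nm. Actives flag coupling-system interference.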
TCR act = activators of T cell receptors. primary human leukocytes, anti-CD3, IL-2 HTRF, 48 h. Potency, µM (titrated, usually from 9.22 µM), without a hit: at the top dose activation of IL-2 secretion, actives largely listed as activators. 330,000 tested, under 10 active. AID 504894; also: % of control where 0% means no effect
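IL-2 produced over 48 hr by a-CD3 bead-stimulated primary human leukocytes exposed to compounds was detected with a homogeneous time-resolved FRET immunoassay, 665nm acceptor signal after 320nm excitation.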
Chronic BCR inh = inhibitors of chronic active B-cell receptor signaling. ABC-DLBCL IkBa-CBG/CBR reporter, luminescence ratio, 4 h. Potency, µM (doses to about 46.1 µM), without a hit: at the top dose ratio change, negative = lower green/red ratio, hits mostly inhibitors. actives 0.05% (n = 340,000). AID 493014; active = well fitted inhibition curve with a large enough effect in the signal ratio, with a control signal flat, not every such curve was filed as active; inconclusive = small, poorly fitted or top-dose-only effect, or effect the other way, or a change in a side signal; the % refers to the signal ratio;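 also: potency is read from the fitted curve at half-maximal effect; plate controls were basal doxycycline-induced cells for no effect and cells given 10 µM MG132 for full effect; MG132 reads +100%, hits lower the ratio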
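TMD8 human ABC-DLBCL cells with doxycycline-inducible IκBα–green luciferase fusion and unfused red luciferase, in 0.5% FBS medium; compounds up to 46 uM, 4 h at 37C. Green/red luminescence ratio, filter-overlap corrected, fitted to concentration-response curves.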
Numbers without * were called inactive; i = inactive; ? = inconclusive; . = not tested or not shown; [ ] = another dose, or the depositor's remark. Unless noted, calls follow the shape of the dose curve; as a rule, active = well fitted curve in the direction sought with a large enough effect; inconclusive = small, poorly fitted or top-dose-only effect, or another doubt; inactive = no such curve, though single readings can be large; an effect the other way counts as inactive or inconclusive.

No. | structure | Giardia kill | FBPA coupling cs | Chronic BCR inh | Tb PFK inh | TCR act | TSHR antagonist | KCNH2 WT inh | GALK inhibitor | MLL CXXC-DNA inh | A-T KAP1 phos
1 | O=C(c1cc(-c2ccccn2)nc2c(Cl)cccc12)N1CCN(S(=O)(=O)c2ccccc2)CC1 | 1 | -1 | 0% | -5% | 4%[46.1 µM] | 17 | -14 | 3% | 20% | -2%
2 | Cc1ccnc(N(C(=O)c2cccs2)C(=O)c2cccs2)c1 | -13 | 0 | ? | -12% | 2% | -6 | -2 | 4% | 7% | 2%
3 | CCOC(=O)c1cc(-c2nnc(SCC(=O)Nc3ccc(F)cc3)o2)c(C)nc1C | 0 | -2 | 1% | -4% | 2% | -8 | 5 | 1% | -16% | 0%
4 | Cc1cc(/C=N/NC(=O)c2cccnc2)c(C)n1CC(C)C | 1 | 1 | ? | -4% | 3% | -6 | 2 | 1% | 42%[activator] | -2%
5 | CC(C)OC(=O)CCCNc1ccc([N+](=O)[O-])cc1[N+](=O)[O-] | -1 | 1 | -2% | -5% | -6%[46.1 µM] | -16 | 8 | 2% | 4% | -3%
6 | CC(=O)Nc1ccc(S(=O)(=O)N(C)Cc2cnn(C)c2)cc1 | -7 | -2 | 0% | -7% | 4% | -5 | 24 | -2% | 0% | 7%
7 | C=C(C)CCC(C)N1CCC(n2nccc2NC(=O)CCOc2ccccc2)CC1 (stereo not drawn) | -18 | . | -3% | -1% | 20% | 2 | -2 | 5% | 4% | 11%
8 | COC(=O)COc1ccc(/C=C2/NC(=O)N(CC(=O)OC)C2=O)cc1 | 14 | -4 | 12% | -3% | . | -15 | -11 | 1% | 0% | 0%
9 | COc1ccccc1CNS(=O)(=O)c1ccc(Cl)s1 | 23 | -5 | -2% | 0% | 5% | 18 | -20 | 0% | 3% | -6%
10 | COc1ccc(N2CCC(CNC(=S)Nc3c(C)cc(C)cc3C)C2)cc1 (stereo not drawn) | -4 | 0 | 5% | -1% | 0% | 1 | 1 | -2% | 6% | -73%[inhibitor]
11 | O=C(CN1CCSCC1)N/N=C/c1ccc(Cl)cc1 | . | -1 | 5% | 3% | . | -11 | . | -1% | -4% | 5%
12 | O=C(COc1ccc(Cl)cc1)NNC(=O)C(=O)NC1CCCCC1 | -11 | . | -5% | 0% | -11% | 12 | -38 | 6% | -10% | -6%
13 | CC[C@@H](C)[C@@H]1CN([C@@H](C)CN2CCC[C@H]2CN2C(N)=NC[C@H]2CC(C)C)C(=N)N1CCc1ccc(Cl)c(Cl)c1 | 11 | . | -3% | 5% | -1% | -3 | 3 | . | . | 7%
14 | C=CCn1c(SCCC(=O)O)nc2c1c(=O)n(C)c(=O)n2C | 1 | 6 | -1% | -4% | . | 6 | -1 | 3% | -4% | -4%
15 | CC(Cc1cccnc1)NC(=O)c1cc(COc2c(F)cccc2F)on1 (stereo not drawn) | 17 | . | 2% | -6% | -2% | -15 | 0 | -2% | -6% | 2%
16 | CCC(CC)C(=O)c1c[nH]c(C(=O)NC2CCCCCC2)c1 | 17 | . | ? | -1% | -3% | 4 | -3 | -7% | 14% | 5%
17 | CS(=O)(=O)N1CCN(c2ccc(NC(=S)NC(=O)c3cccs3)cc2)CC1 | 11 | 2 | ? | -3% | 2% | 32 | . | 0% | -1% | 1%
18 | CCN(CC(=O)Nc1ccc(NC(C)=O)cc1)C(=O)/C=C/c1ccc(S(=O)(=O)N2CCCCCC2)cc1 | -11 | -2 | -2% | -5% | 1% | 14 | -5 | -3% | ? | 3%
19 | CCN1CCCC1CN(Cc1cc2ccc(C)cc2[nH]c1=O)C(=S)Nc1ccccc1OC (stereo not drawn) | 12 | -1 | 2% | -1% | 1%[46.1 µM] | 11 | 5 | -3% | 2% | -3%
20 | Cc1ccc(-c2csc(NC(=O)CN3CCC(C(N)=O)CC3)n2)cc1 | 22 | 1 | -2% | -4% | . | 13 | 5 | 4% | -10% | -14%
21 | O=C(c1cnn2c(C(F)(F)F)cc(-c3cccs3)nc12)N1CCOCC1 | -9 | 3 | -2% | -4% | -2% | -9 | -1 | 13% | 1% | -4%
22 | COc1ccc(CNC(=O)Cc2c[nH]c3ccccc23)cc1OC | -30 | -1 | -2% | 0% | 10% | -2 | -12 | 0% | ? | -13%
23 | COc1ccc(CNC(=O)c2cc(-c3cccs3)on2)cc1 | -2 | -2 | ? | 0% | 0% | -6 | 6 | 0% | 3% | 10%
24 | CC(C)NC(=S)N/N=C/c1ccc2c(c1)OCCO2 | -1 | 4 | -18% | 1% | 1%[46.1 µM] | -9 | 7 | . | 0% | 11%
25 | CCOC(=O)c1ccccc1NC(=O)Cc1ccccc1OC | 3 | -1 | -4% | -1% | 2%[46.1 µM] | -9 | 3 | 0% | -4% | 6%
26 | Cn1c(=O)[nH]c(=O)c2c1nc1n2CCCS1 | 0 | 1 | 4% | -1% | 3% | 11 | -9 | 7% | 2% | -3%
27 | CCOC(=O)c1ccc(NC(=O)COc2ccc(S(=O)(=O)NC(C)(C)C)cc2)cc1 | -8 | -1 | -3% | -4% | -1%[46.1 µM] | 11 | 2 | 0% | 0% | .
28 | COc1ccc(C(CNC(=O)CNC(=O)c2ccccc2)N2CCCC2)cc1 (stereo not drawn) | 7 | . | 0% | -11% | -4% | -1 | 8 | . | . | -3%
29 | Cc1ccc(C)n1-n1cnc2sc3c(c2c1=O)CCC3 | -6 | -1 | -1% | -8% | -3% | -7 | 9 | -1% | -1% | 2%
30 | Cc1cc(NC(=O)c2cnn3cccnc23)no1 | 8 | 1 | 14% | -4% | -1% | 15 | 11 | -1% | -3% | .
31 | O=C(CCN1C(=O)S/C(=C\c2ccccc2)C1=O)Nc1ccc(O)cc1C(=O)O | -2 | . | ? | -2% | 0% | 0 | 9 | -2% | -7% | 3%
32 | Cc1ccc(C(=O)OCC(=O)Nc2cc(C(C)(C)C)nn2-c2ccccc2)c(O)c1 | -4 | . | ? | -6% | 2% | 3 | -7 | . | . | 4%
33 | CCOC(=O)c1cnc2ccccc2c1NCCO | -12 | -2 | ? | 2% | -2% | -11 | 5 | 4% | 3% | -2%
34 | Cc1ccc(-c2nnc3cccc(Cl)n23)cc1 | 27 | 1 | ? | 0% | -4% | 10 | 7 | 9% | 2% | -4%
35 | COc1ccc(NC(=O)CSCC(=O)N2c3ccccc3CCc3ccccc32)cc1 | -4 | 0 | 5% | -5% | -7%[46.1 µM] | 4 | 3 | 0% | -3% | 5%
36 | O=C(NCc1ccc(-c2csnn2)cc1)C1CC1 | -4 | -2 | 1% | 1% | 7% | 0 | 12 | 2% | -2% | 8%
37 | CCN(C(=O)COC(=O)[C@H](C)N=C1NS(=O)(=O)c2ccccc21)C1CCS(=O)(=O)C1 (stereo partly drawn) | -4 | . | -3% | 0% | -3% | 3 | 6 | . | . | 0%
38 | O=C1CCCC2=C1C(c1ccc(O)cc1)c1c(ccc3ccccc13)N2 (stereo not drawn) | -20 | 0 | -10% | 0% | 1% | 3 | 0 | 9% | 13% | 11%
39 | Cc1cc(NC(=O)CN2C(=O)NC3(CCCCCC3)C2=O)ccc1Br | -19 | . | ? | 1% | . | 13 | -1 | . | . | -4%
40 | CCC(C)NC(=O)C1CCC(=O)N(c2cc(OC)c(OC)c(OC)c2)C1c1ccc(OC)cc1 (stereo not drawn) | -4 | -1 | 4% | -1% | -19% | 9 | 12 | 0% | 9% | -1%
41 | Cc1cccc(C)c1NC(=S)N/N=C/c1ccccc1C(=O)O | 23 | 11 | 6% | -3% | -3% | 2 | -1 | 0% | -11% | 9%
42 | CC(C)(C)n1nnnc1C(c1ccc(F)cc1)N1CCN(Cc2ccc3c(c2)OCO3)CC1 (stereo not drawn) | -10 | 2 | 16% | 1% | 1% | 0 | 5 | 0% | -1% | -3%
43 | CCCCC(Br)C(=O)Nc1ccc(S(=O)(=O)Nc2cc(C)nc(C)n2)cc1 (stereo not drawn) | 3 | 5 | 0% | 1% | 2% | -1 | 11 | -1% | 2% | 1%
44 | Cc1cc(C(=O)NCC(=O)Nc2c(C)cccc2C)c(C)o1 | 0 | 3 | 5% | 1% | -5% | -2 | 2 | -7% | -4% | 9%
45 | O=C(N/N=C/c1cccs1)c1[nH]ncc1Br | 5 | 13 | ? | -24% | 6% | 13 | -8 | -1% | -3% | -2%
46 | O=C(NCCN1CCN(c2ccccc2F)CC1)C1c2ccccc2C(=O)N2CCc3ccccc3C12 (stereo not drawn) | -17 | 1 | 1% | -6% | 0% | -5 | -2 | 0% | -4% | 1%
47 | O=C(Cc1cccs1)Nc1ccc(Cl)cc1 | 8 | 0 | ? | -15% | -3% | -1 | -7 | -3% | 4% | 15%
48 | Cc1cc(OC(=O)c2ccc3ccccc3c2)c([N+](=O)[O-])c(=O)[nH]1 | -8 | 5 | 3% | 2% | 7% | -8 | i | 1% | -1% | 1%
